HRas wt GTP = modulators of GTP binding to HRas wildtype, primary screen, biochemical, bead-based flow cytometry, multiplex; GST-Ras wt beads, Bodipy-FL-GTP binding; actives lie on both sides; GTPase HRas (Homo sapiens), P01112; GTP binding activity, % at 10 µM; 0.14% of 190,000 active;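 active = GTP binding activity at least 20% away from the 100% baseline, either lowered as inhibitor or raised as activator; inconclusive = flagged as likely green fluorescent, judged across all proteins in the well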;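 also: 0% = unlabeled GTP competition control and 100% = no-compound control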
Target sequence (P01112 whole entry, looked up): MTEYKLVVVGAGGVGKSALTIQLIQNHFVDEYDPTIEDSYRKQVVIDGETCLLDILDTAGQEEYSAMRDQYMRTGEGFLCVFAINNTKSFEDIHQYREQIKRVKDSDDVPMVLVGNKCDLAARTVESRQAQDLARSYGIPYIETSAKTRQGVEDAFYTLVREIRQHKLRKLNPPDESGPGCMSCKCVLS
Cdc42 wt GTP = modulators of GTP binding to wildtype Cdc42, primary screen, biochemical, multiplex bead flow cytometry, Bodipy-GTP | GST-Cdc42 beads; actives lie on both sides | percent activity (GTP binding), % at 10 µM | 0.2% of 190,000 active;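 active = percent activity GTP binding at least 20 points away from the 100% baseline, either down as inhibitor or up as activator; inconclusive = compound flagged as likely green fluorescent from well-wide comparison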;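 also: median bead fluorescence of bound Bodipy-FL-GTP at 100 nM; 0% = excess unlabeled GTP control and 100% = no compound control; below 100% means less GTP binding so inhibitor and above means activator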
Target sequence (P60953 whole entry, looked up): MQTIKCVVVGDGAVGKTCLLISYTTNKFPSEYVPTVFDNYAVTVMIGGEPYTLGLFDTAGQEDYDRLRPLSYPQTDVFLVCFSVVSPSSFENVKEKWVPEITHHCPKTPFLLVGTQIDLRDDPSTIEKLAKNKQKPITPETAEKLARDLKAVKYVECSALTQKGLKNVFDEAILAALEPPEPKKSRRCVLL
ABCG2 inh = ABCG2 efflux pump inhibitors, primary screen, multiplex with ABCB1, IgMXP3 cells, flow cytometry. Broad substrate specificity ATP-binding cassette transporter ABCG2 (Homo sapiens), Q9UNQ0. JC-1 efflux. inhibition, % at 6.6 µM. 0.1% of 190,000 active. AID 1325, 2008;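 active = inhibition above 80%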;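 also: 0% = DMSO and 100% = nicardipine control wells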
Target sequence (Q9UNQ0 whole entry, looked up): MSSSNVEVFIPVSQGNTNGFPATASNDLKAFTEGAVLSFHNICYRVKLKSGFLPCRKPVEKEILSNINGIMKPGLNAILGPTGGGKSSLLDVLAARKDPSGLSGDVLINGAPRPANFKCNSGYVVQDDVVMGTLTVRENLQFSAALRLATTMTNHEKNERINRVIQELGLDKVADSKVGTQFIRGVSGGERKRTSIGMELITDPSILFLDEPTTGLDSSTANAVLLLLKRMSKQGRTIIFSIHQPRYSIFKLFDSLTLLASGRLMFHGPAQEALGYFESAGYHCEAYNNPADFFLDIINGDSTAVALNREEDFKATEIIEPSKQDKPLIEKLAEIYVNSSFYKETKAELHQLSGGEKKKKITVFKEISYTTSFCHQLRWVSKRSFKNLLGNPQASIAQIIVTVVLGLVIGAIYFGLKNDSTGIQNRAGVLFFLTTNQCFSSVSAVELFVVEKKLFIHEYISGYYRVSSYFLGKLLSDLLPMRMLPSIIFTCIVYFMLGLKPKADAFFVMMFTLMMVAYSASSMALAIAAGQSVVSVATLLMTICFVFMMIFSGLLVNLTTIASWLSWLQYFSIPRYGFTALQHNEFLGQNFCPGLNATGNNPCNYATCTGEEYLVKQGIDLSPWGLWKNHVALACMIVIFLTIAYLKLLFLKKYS
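Measure – % inhibition of efflux relative to nicardipine and DMSO · Test system – ABCG2 IgMXP3 and barcoded ABCB1 CCRF-Adr cell mix · Control set – nicardipine as high control, DMSO as low control · Compound – one concentration, 6.6 µM final · Signal – flow cytometry of retained JC-1 fluorescence · Timing – 10 min exposure at 25 °C with rotation, no wash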
Pf gamet viab = late stage P. falciparum gametocyte viability inhibitors, primary screen, ATP luminescence, HTS; P. falciparum stage V gametocytes, 24 h; inhibition, % at 10.9 µM; 0.065% of 150,000 active;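 active = inhibition above the mean plus 3 SD of compounds within the control limits, set per campaign, cut at about 38% in these data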;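 also: 0% = DMSO wells and 100% = medium only without gametocytes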
ABCB1 inh = ABCB1 efflux pump inhibitors, primary screen, cell-based, multiplex, flow cytometry, ABCG2 counter-screen | 0.067% of 190,000 active | inhibition, % at 6.6 µM | CCRF-Adr cells, JC-1 efflux | AID 1326, 2008; in the data active = inhibition above about 40%;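 also: 0% = vehicle and 100% = reference inhibitor; higher value means more JC-1 retained so stronger ABCB1 efflux block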
Rac1 wt GTP bind = wildtype Rac1 GTP binding modulators, primary screen, biochemical, GST-Rac1 beads, flow cytometry, multiplex; 0.27% of 190,000 active; fluorescent GTP binding; actives lie on both sides; 0 = cold GTP competed, 100 = untreated; GTP binding activity (% of control), % at 10 µM; Ras-related C3 botulinum toxin substrate 1 (Homo sapiens), P63000; AID 757, 2007;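 active = GTP binding activity at least 20 points away from the 100% control level, either lower or higher; inconclusive = compound flagged as likely green fluorescent, judged across all proteins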
Rac1 act GTP bind = GTP binding modulators of activated mutant Rac1, primary screen, biochemical, bead-based flow cytometry, multiplex, fluorescent GTP | 0.11% of 190,000 active | GST-Rac1 activated beads; actives lie on both sides; 100% means binding = to untreated wells | percent activity (GTP binding), % at 10 µM | Ras-related C3 botulinum toxin substrate 1 (Homo sapiens), P63000;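 active = GTP binding at least 20 percentage points away from the 100% baseline, in either direction, so actives lie on both sides; inconclusive = Compound likely fluorescent itself, or too few beads counted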
GSH fluor = compound fluorescence on glutathione beads, profiling panel, artefact control, biophysical, 488/530 nm, flow cytometry; GSH beads flow cytometry, compound fluorescence 488/530 nm; stronger effect = higher value; 0.25% of 190,000 active; fluorescence (KMESF) at 10 µM; in the data active = fluorescence above about 89;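 also: glutathione beads carrying GST-tagged Bcl family fusion proteins plus one bare bead set; values are compound well signal with DMSO vehicle wells as background; inactives centre near 16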
Avidin bead fluor = green autofluorescence of compounds with avidin beads – biophysical, 488/530 nm, flow cytometry, artefact control, profiling panel | compound fluorescence 488/530 nm; stronger effect = higher value | fluorescence (KMESF) at 10 µM | 0.38% of 220,000 active | AID 1775, 2009; in the data active = fluorescence above about 47; also: inactives centre near 10
Rab2 wt GTP = modulators of GTP binding to Rab2A wildtype, primary screen, biochemical, dog, bead-based flow cytometry, multiplex | Ras-related protein Rab-2A (Canis lupus familiaris), P61105 | GST-Rab2 wt beads, Bodipy-GTP binding | GTP binding activity, % at 10 µM | 0.19% of 190,000 active | AID 760, 2007;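 active = GTP binding activity at least 20 points away from 100%, either lowered or raised; inconclusive = signal likely due to the compound's own green fluorescence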;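 also: 0% = beads with excess unlabeled GTP and 100% = no-compound control corrected for plate trend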
Rab7 wt modul = modulators of GTP binding to Rab7, primary screen, biochemical, wildtype, multiplex bead flow cytometry | GTP binding activity (percent of control), % at 10 µM | 0.055% of 190,000 active | Rab7 GTPase wild type (dog), Bodipy-FL-GTP binding | GST-Rab7 beads, fluorescent GTP binding; actives lie on both sides; untreated = 100%, excess cold GTP = 0%;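 active = fluorescent GTP binding to Rab7 beads changed by at least 20 points from the 100% baseline, either direction, mostly lower; inconclusive = compound itself probably fluorescent, or too few beads counted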;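 also: median green fluorescence of bound Bodipy-FL-GTP per Rab7 bead population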
* = called active by the depositor; ? = inconclusive; . = not tested or not shown. Outcome played no part in choosing rows; any-hit rate near 1.1%.

item | SMILES | HRas wt GTP | Cdc42 wt GTP | ABCG2 inh | Pf gamet viab | ABCB1 inh | Rac1 wt GTP bind | Rac1 act GTP bind | GSH fluor | Avidin bead fluor | Rab2 wt GTP | Rab7 wt modul
1 | Cn1nc(C(F)(F)F)c2cc(C(=O)NC3CC3)sc21 | 97 | 98 | 0 | . | -0.1 | 98 | 93 | 17 | 32 | 96 | 96
2 | COc1c(C)cccc1C(=O)Nc1ccc(N2CCOCC2)c(Cl)c1 | 102 | 105 | 7 | . | 0.4 | 104 | 100 | 12 | 11 | 102 | 102
3 | CN(Cc1cccnc1)Cc1cn(C)nc1-c1ccc(Oc2ccccc2)cc1 | 98 | 97 | 7 | 0 | 2.5 | 98 | 99 | 15 | 3 | 96 | 96
4 | CCc1nc(C)cn1S(=O)(=O)c1cc([N+](=O)[O-])ccc1Cl | 93 | 95 | 0 | -15 | 0.0 | 96 | 94 | 19 | 12 | 95 | 95
5 | COc1ccc2c(C)cc(=O)[nH]c2c1 | 102 | 103 | 1 | -3 | 0.1 | 107 | 101 | 11 | 8 | 104 | 103
6 | CCOC(=O)c1cnc(SC)nc1Oc1cccc(NS(=O)(=O)c2ccc(C)cc2)c1 | 102 | 105 | 30 | -3 | 2.4 | 106 | 100 | 31 | 13 | 101 | 104
7 | COc1ccc2nc(SCc3cccc(C)c3)nc(C)c2c1 | 97 | 102 | 31 | -4 | 0.8 | 103 | 99 | 11 | 11 | 96 | 99
8 | COc1cc(C(=O)c2c(C)c(CCC#N)n3ccccc23)cc(OC)c1OC | 99 | 97 | 10 | -12 | 1.8 | 96 | 96 | 15 | 9 | 97 | 103
9 | CCOc1ccc(N2CC(C(=O)Oc3ccccc3)CC2=O)cc1 (stereo not drawn) | 103 | 100 | 0 | . | -0.1 | 103 | 99 | 17 | 21 | 98 | 102
10 | O=C(O)C1CCN(C(=O)CSc2nc3ccccc3s2)CC1 | 96 | 93 | 0 | . | -0.5 | 99 | 94 | 14 | 8 | 95 | 98
11 | COc1ccccc1Nc1ncc(C(=O)Nc2ccc(OC)c(OC)c2)c2ccccc12 | 101 | 104 | 14 | . | 1.5 | 107 | 100 | 10 | 1 | 101 | 99
12 | Cc1ccc(NC(=O)c2cnn(-c3ccccc3)c2NC(=O)c2ccco2)cc1 | 97 | 97 | 0 | -29 | 0.0 | 99 | 95 | 5 | 7 | 95 | 96
13 | CCN(CC)C(=O)c1[nH]cnc1C(=O)N[C@@H](CC(C)C)C(=O)OCc1ccccc1 | 95 | 96 | 2 | 13 | 1.5 | 95 | 95 | 20 | 5 | 95 | 97
14 | O=C(c1cccs1)c1coc2ccc(O)c(CN(CCO)CCO)c12 | 95 | 92 | 0 | -21 | 0.3 | 94 | 94 | 9 | 4 | 95 | 94
15 | Cc1nn(C(=O)c2cccnc2)c(C)c1Sc1ccccc1 | 98 | 98 | 0 | -15 | 0.9 | 103 | 98 | 9 | 6 | 98 | 101
16 | COC(=O)c1ccccc1NC(=O)C1CCCN(c2nnc(-n3cccc3)s2)C1 (stereo not drawn) | 103 | 101 | 7 | . | 1.7 | 106 | 100 | 21 | 6 | 103 | 99
17 | CC(C)NC(=O)/C(=C/c1cn(-c2ccccc2)nc1-c1cccc([N+](=O)[O-])c1)NC(=O)c1ccccc1 | 100 | 103 | 6 | 4 | 0.9 | 99 | 98 | 10 | 15 | 99 | 96
18 | C=CCOc1ccc(CNC(C)(C)CO)cc1OC | 98 | 96 | 0 | . | -0.2 | 96 | 96 | 50 | 21 | 100 | 99
19 | CCOc1ccc(C(=O)c2cc3ccc(O)cc3oc2=O)cc1 | 96 | 94 | 2 | 5 | 0.2 | 97 | 97 | 12 | 10 | 97 | 100
20 | O=C1NCCCN1Cc1ccc(F)cc1 | 99 | 103 | 24 | 7 | 0.5 | 104 | 101 | 36 | 12 | 98 | 95
21 | CC(C)CC(NS(=O)(=O)c1ccc2[nH]c(=O)c(=O)[nH]c2c1)C(=O)O (stereo not drawn) | 101 | 100 | 3 | -33 | 0.9 | 103 | 98 | 18 | 10 | 102 | 107
22 | Cc1cccc(NC(=O)Cc2cccs2)n1 | 102 | 102 | 3 | -58 | 0.2 | 103 | 99 | 26 | 12 | 103 | 102
23 | Cc1nn(-c2ccccc2)c2nc(=O)n(-c3ccccc3)cc12 | 88 | 88 | 8 | 11 | 0.7 | 93 | 94 | 21 | 15 | 88 | 93
24 | C=CCn1c(C(C)NC(=O)c2cccc(C)c2)n[nH]c1=S (stereo not drawn) | 102 | 103 | 3 | -3 | -0.6 | 107 | 94 | 18 | 11 | 103 | 106
25 | O=C(C1CCCN1S(=O)(=O)c1ccc(Cl)cc1)N1CCOCC1 (stereo not drawn) | 102 | 104 | 2 | 16 | 1.1 | 106 | 99 | 23 | 14 | 104 | 102

Single records, as listed above:
Shown for CC(C)CC(NS(=O)(=O)c1ccc2[nH]c(=O)c(=O)[nH]c2c1)C(=O)O (stereo not drawn) = HRas wt GTP = 101; Cdc42 wt GTP = 100; ABCG2 inh = 3; Pf gamet viab = -33; ABCB1 inh = 0.9; Rac1 wt GTP bind = 103; Rac1 act GTP bind = 98; GSH fluor = 18; Avidin bead fluor = 10; Rab2 wt GTP = 102; Rab7 wt modul = 107
Shown for CN(Cc1cccnc1)Cc1cn(C)nc1-c1ccc(Oc2ccccc2)cc1 = HRas wt GTP = 98; Cdc42 wt GTP = 97; ABCG2 inh = 7; Pf gamet viab = 0; ABCB1 inh = 2.5; Rac1 wt GTP bind = 98; Rac1 act GTP bind = 99; GSH fluor = 15; Avidin bead fluor = 3; Rab2 wt GTP = 96; Rab7 wt modul = 96
Shown for CCOc1ccc(N2CC(C(=O)Oc3ccccc3)CC2=O)cc1 (stereo not drawn) = HRas wt GTP = 103; Cdc42 wt GTP = 100; ABCG2 inh = 0; Pf gamet viab = .; ABCB1 inh = -0.1; Rac1 wt GTP bind = 103; Rac1 act GTP bind = 99; GSH fluor = 17; Avidin bead fluor = 21; Rab2 wt GTP = 98; Rab7 wt modul = 102

Next entries
item | SMILES | HRas wt GTP | Cdc42 wt GTP | ABCG2 inh | Pf gamet viab | ABCB1 inh | Rac1 wt GTP bind | Rac1 act GTP bind | GSH fluor | Avidin bead fluor | Rab2 wt GTP | Rab7 wt modul
26 | CCCn1c(N)c(CC)c(=O)[nH]c1=O | 96 | 99 | 0 | -15 | 0.1 | 98 | 96 | 12 | 9 | 98 | 104
27 | Cc1cccn2c(CN3CCSCC3)c(C(=O)N3CCOCC3)nc12 | 97 | 96 | 1 | -9 | 0.0 | 99 | 95 | 15 | 8 | 100 | 104
28 | COc1cccc(CN2CCSCC2)c1 | 99 | 100 | 0 | . | -0.1 | 100 | 98 | 9 | 13 | 98 | 94
29 | Cn1cc(CN2CCN(CCc3ccccc3)C(CCO)C2)cn1 (stereo not drawn) | 98 | 98 | 0 | . | 0.2 | 101 | 97 | 9 | 2 | 101 | 106
30 | O=C(Nc1nc2ccc(S(=O)(=O)N3CCCCC3)cc2s1)c1cccnc1 | 100 | 101 | 5 | . | 0.2 | 103 | 97 | 13 | 13 | 98 | 99
31 | CS(=O)(=O)N(Cc1ccccc1)c1ccc(C(=O)N2CCc3ccccc3C2)cc1 | 100 | 100 | -1 | . | 0.1 | 98 | 97 | 11 | 7 | 100 | 95
32 | CCOC(=O)c1c(N)sc(C(=O)N(C)C)c1C | 98 | 101 | 0 | 4 | 0.0 | 101 | 99 | 5 | 7 | 97 | 93
33 | CCOC(=O)C1(CCOC)CCN(Cc2ccc(C3CCCCO3)s2)CC1 (stereo not drawn) | 95 | 97 | 1 | 12 | 0.4 | 96 | 95 | 16 | 6 | 99 | 94
34 | CCOC(=O)c1c(NC(=O)COC(=O)Cn2c(C)nc3ccccc32)sc2c1CCCC2 | ? | ? | 5 | . | 2.0 | ? | ? | 63 | 17 | ? | ?
35 | CCOc1ncccc1C(=O)N1CCCSC1=Nc1ccccc1OC | 95 | 105 | 3 | -4 | 0.6 | 93 | 95 | 14 | 11 | 98 | 99
36 | O=C(CSc1nnc(CNc2ccc(F)cc2)n1-c1ccccc1)N1CCOCC1 | 100 | 101 | 3 | . | 1.1 | 103 | 98 | 14 | 7 | 99 | 96
37 | CN1CCN(C(=O)c2cc(Cl)ccc2Cl)CC1 | 102 | 101 | 4 | . | 0.6 | 100 | 99 | 19 | 41 | 101 | 99
38 | Cc1ccc(C)c2c1sc(=NC(=O)CN1C(=O)CCC1=O)n2C | 100 | 101 | 4 | . | 0.3 | 103 | 99 | 15 | 25 | 101 | 99
39 | O=C(c1ccc2c(c1)OCO2)N(Cc1ccco1)C1(C(=O)NC2CCCCC2)CCCCC1 | 100 | 101 | 0 | . | 1.0 | 103 | 98 | 41 | 8 | 99 | 98
40 | CCCC(=O)N1CCN(c2nc(CC(C)C)c3c(c2C#N)CCC3)CC1 | 104 | 106 | 1 | -6 | 0.8 | 107 | 100 | 16 | 33 | 103 | 104
41 | C=CCNC(=O)c1cc2c(C(F)(F)F)nn(C)c2s1 | 100 | 99 | 19 | 0 | 0.1 | 102 | 99 | 32 | 9 | 99 | 95
42 | CN1CCC(N(C)C(=O)NC2CCCCC2)CC1 | 102 | 97 | 0 | . | 0.1 | 101 | 94 | 13 | 12 | 101 | 107
43 | CNC(=S)SCCOc1ccc(C)cc1 | 100 | 101 | 7 | -11 | -0.1 | 104 | 100 | 17 | 8 | 101 | 100
44 | C=CSc1sc(Cl)c(N(C)C)c1[N+](=O)[O-] | 96 | 97 | 2 | 7 | -0.3 | 96 | 95 | 8 | 8 | 98 | 99

Assay outcomes: PubChem BioAssay, several laboratories
